Screening results (PubChem)
OXTR potentiate: human OXTR potentiators, primary screen, fluorescence, CHO-OTR cells, Fluo-8 calcium. activation, % at 3 µM. hit rate 0.061% among 320,000. AID 2445, 2010. Fluo-8 calcium fluorescence, potentiator mode; 0% = oxytocin EC15, 100% = EC100. Oxytocin receptor (Homo sapiens), P30559;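 active = activation above that plate's cutoff, the mean activation of tested compounds plus 3 SD, cut at about 6.6% in these data, passing the limit was not always enough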;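 note: 100% uses oxytocin at 75 nM as the full agonist control; some results filed as inactive read as strong as hits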
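System: human OTR in CHO cells; Also added: sub-maximal oxytocin, roughly EC15; Timing: compound 6 min at room temperature before oxytocin, 100 s read; Technique: Fluo-8 intracellular calcium fluorescence, ex 470-495, em 515-575 nm; Controls: oxytocin EC15 low and EC100 high; Replication: singlicate.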
M1 ag: human M1 muscarinic receptor agonists, primary screen, Fluo-8 calcium fluorescence, CHO-K1 cells, HTS | hit rate 0.33% among 360,000 | activation, % at 3 µM | CHO-K1 hM1, agonist mode; 0% DMSO, 100% acetylcholine EC100 | AID 588814, 2011;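 active = activation above the run's mean compound activation plus 3 SD, cut at about 16% in these data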;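 note: peak over basal fluorescence ratio within a 140 s kinetic read after compound addition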
CHO parental Ca: ATP-evoked calcium signal inhibitors, parental CHO, primary screen, counter-screen for OX1R antagonist project, cell-based, fluorescence, Fluo-8 calcium dye; parental CHO-K1, ATP-induced calcium, Fluo-8 fluorescence; inhibition, % at 5.6 µM; hit rate 0.63% among 330,000; AID 463079, 2010;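 active = inhibition above that plate's mean sample inhibition plus 3 SD, cut at about 26% in these data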;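 note: 0% = ATP-challenged DMSO wells and 100% = DMSO wells without ATP; some compounds past the cut are filed as inactive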
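Test system: untransfected parental CHO cell line. Compound: one dose, 5.6 µM nominal. Detection: intracellular calcium via Fluo-8 no-wash fluorescent dye. Measure: % inhibition. Benchmarks: ATP-challenged DMSO wells low, unchallenged DMSO wells high.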
V1aR counter: agonists of human V1a receptor, primary screen, counter-screen for OXTR agonist project, fluorescence, CHO-V1R cells. Fluo-8 calcium fluorescence, agonist mode; 0% DMSO, 100% 3 nM vasopressin. activation, % at 3 µM. hit rate 0.25% among 320,000;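 active = activation above the mean activation of all tested compounds plus 3 SD, per screening run, cut at about 20% in these data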;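 note: signal is peak over basal fluorescence ratio across a 100 second FLIPR read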
Target sequence (P37288 whole entry, looked up): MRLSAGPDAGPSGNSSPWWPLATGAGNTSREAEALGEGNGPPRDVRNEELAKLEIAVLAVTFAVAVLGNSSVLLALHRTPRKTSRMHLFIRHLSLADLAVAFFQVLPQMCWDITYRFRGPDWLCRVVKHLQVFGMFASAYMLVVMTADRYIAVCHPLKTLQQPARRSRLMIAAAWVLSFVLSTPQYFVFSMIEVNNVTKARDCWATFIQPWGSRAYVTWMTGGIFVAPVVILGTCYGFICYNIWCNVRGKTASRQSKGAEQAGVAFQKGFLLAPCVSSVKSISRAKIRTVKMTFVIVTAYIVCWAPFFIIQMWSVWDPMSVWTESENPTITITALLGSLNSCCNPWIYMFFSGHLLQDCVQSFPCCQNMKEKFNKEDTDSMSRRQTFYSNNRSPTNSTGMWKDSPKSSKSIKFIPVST
CHRM1 antagonist: human M1 muscarinic receptor antagonists, primary screen, CHO-K1 cells, Fluo-8 calcium fluorescence, 1536-well | Muscarinic acetylcholine receptor M1 (Homo sapiens), P11229 | CHO-K1 hM1, ACh EC80 antagonist | inhibition, % at 3 µM | hit rate 1.3% among 360,000 | AID 588852, 2011;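 active = percent inhibition above its own plate's cutoff, namely the mean of that plate's compound wells plus 3 SD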;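 note: peak over basal fluorescence ratio during 140 s after agonist addition; 0% = ACh EC80 plus DMSO and 100% = DMSO alone without agonist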
CHRM1 PAM: human M1 muscarinic receptor positive allosteric modulators, primary screen, CHO-K1 cells, Fluo-8 calcium fluorescence, 1536-well | Muscarinic acetylcholine receptor M1 (Homo sapiens), P11229 | CHO-K1 hM1, ACh EC20; 0% = ACh EC20, 100% = maximal ACh | activation, % at 3 µM | hit rate 0.088% among 360,000 | AID 588819, 2011; in the data active = activation above about 19%, passing the limit was not always enough
OXTR ag: human OXTR agonists, primary screen, fluorescence, CHO-OTR cells, Fluo-8 calcium; Oxytocin receptor (Homo sapiens), P30559; Fluo-8 calcium fluorescence; normalized: DMSO 0%, oxytocin 100%; activation, % at 3 µM; hit rate 0.32% among 320,000;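 active = activation above the mean of all tested compounds plus 3 SD, cutoff set per screening run, cut at about 20% in these data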;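 note: peak over basal fluorescence ratio from a 100 s FLIPR kinetic read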
TAAR1 ag: human TAAR1 agonists, primary screen, Fluo-8 calcium fluorescence, CHO RD-HGA16 cells | Trace amine-associated receptor 1 (Homo sapiens), Q96RJ0 | vehicle wells 0%, saturating PEA agonist 100% | activation, % at 3 µM | hit rate 0.99% among 360,000 | AID 624467, 2012;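 active = activation above the mean activation of all test compounds in the run plus 3 SD, cut at about 38% in these data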
Target sequence (Q96RJ0 whole entry, looked up): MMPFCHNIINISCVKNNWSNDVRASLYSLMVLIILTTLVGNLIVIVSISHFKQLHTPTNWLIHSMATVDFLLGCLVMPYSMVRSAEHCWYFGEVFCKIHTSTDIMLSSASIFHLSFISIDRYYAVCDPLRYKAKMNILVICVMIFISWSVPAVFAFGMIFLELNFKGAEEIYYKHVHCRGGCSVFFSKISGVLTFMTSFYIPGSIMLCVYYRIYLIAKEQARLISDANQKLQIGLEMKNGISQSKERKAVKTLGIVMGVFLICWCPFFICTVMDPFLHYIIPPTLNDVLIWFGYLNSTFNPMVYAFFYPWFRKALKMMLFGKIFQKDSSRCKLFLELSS
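Repeats: no replicates (n 1) | Material: CHO-derived RD-HGA16 cells with stable Gα16 and human TAAR1 | Technique: Kinetic Fluo-8 calcium fluorescence | Schedule: 17-24 h seeding, 75 min 37 °C dye, 30 min RT | Evaluation: % activation from peak over basal fluorescence ratio, DMSO-to-PEA scaled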
TAAR1 antag: human TAAR1 antagonists, primary screen, Fluo-8 calcium fluorescence, CHO RD-HGA16 cells; Trace amine-associated receptor 1 (Homo sapiens), Q96RJ0; antagonist; inhibition, % at 3 µM; hit rate 1.5% among 360,000; AID 624466, 2012;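 active = inhibition above a per-plate cutoff, the mean inhibition of test compounds on that plate plus 3 SD, cut at about 49% in these data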;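 note: 0% = DMSO plus EC80 beta-PEA response and 100% = DMSO alone without agonist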
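Test system: CHO RD-HGA16 cells bearing hTAAR1 | Reagent: β-PEA, EC80 | Compound dosing: 3 µM, single point | Schedule: Dye loading 75 min at 37 °C, then 30 min room temperature | Signal: Calcium fluorescence with Fluo-8 | Evaluation: Percent inhibition of PEA-evoked calcium signal, max/basal emission ratio | Control set: DMSO-only wells and EC80 β-PEA-stimulated wells | Repeats: Singlicate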
* marks the source's active call; other numbers are inactive results; . = no result given. Rows were taken by chance; 3.7% or so of the library scored in one or more.

SMILES	OXTR potentiate	M1 ag	CHO parental Ca	V1aR counter	CHRM1 antagonist	CHRM1 PAM	OXTR ag	TAAR1 ag	TAAR1 antag
O=C(Nc1ccc2[nH]ncc2c1)c1ccccc1Cl	-11	-4	-1	1.0	-13	5	0.9	1	-11
CCNC(=O)C1CN(S(=O)(=O)c2ccccc2)CCN1S(=O)(=O)c1ccccc1 (stereo not given)	-7	1	-6	1.7	-1	4	0.4	11	-4
CN(C)CCNC(=O)c1cccc(-c2cnc3c(NC=O)cc(-c4ccc(S(C)(=O)=O)cc4)cn23)c1	.	-9	.	.	-14	6	.	0	-24
CC(C)=CCN1CCN(Cc2ccc(C#CC(C)(C)O)s2)CC1CCO (stereo not given)	-3	-10	4	1.5	-4	8	1.1	2	-3
Cc1cccc(C(=O)OCC(=O)NCc2ccc3c(c2)OCO3)c1C	-3	-3	-13	0.1	-11	15	-1.2	7	16
CC(=O)C1=C(C)NC(SCC(=O)c2ccccc2)=C(C#N)C1CC(C)C (stereo not given)	-17	-4	-18	-1.0	11	-3	-2.7	-1	4
O=C(N/C(=C\c1ccco1)C(=O)N1CCCC(CO)C1)c1ccccc1 (stereo not given)	-11	-1	5	0.1	13	-6	5.1	3	7
O=C(O)c1ccccc1C(=O)N1CCc2c([nH]c3ccccc23)C1C(F)(F)F (stereo not given)	-6	-3	-4	0.0	-1	4	-0.2	4	-19
CC(NC(=O)Nc1ccc(F)cc1F)c1ccncc1 (stereo not given)	2	-5	-19	-0.8	-8	6	-0.5	14	5
Cc1ccc(CNC(=O)c2oc3ccc(S(=O)(=O)N4CCC5(CC4)OCCO5)cc3c2C)cc1	-12	-1	1	1.9	27	-10	-0.7	13	57*
O=C(Nc1ccncc1)c1ccc(F)cc1	-2	-4	-3	1.5	-1	-2	-0.4	4	-11
CC1(C)Cc2nc(NCCN3CCOCC3)c(C#N)cc2CO1	1	-4	-6	1.4	-18	13	2.0	10	-9
CC(=O)Nc1cccc(C(=O)OCC(=O)c2ccc(S(=O)(=O)N3CCCCC3)cc2)c1	-9	1	-6	9.6	-3	-2	7.4	15	31
Cc1cccc(-c2cc3nc4c(c(N5CCOCC5)n3n2)CCCC4)c1	-4	-9	-25	-0.9	-2	-7	-0.9	1	25
CCOC(=O)c1ccc(NC(=O)CCOc2ccc(OC)cc2)cc1	1	-7	-11	0.3	-7	8	0.5	1	-5
CSc1nnc2c(n1)OC=Nc1ccc(Br)cc1-2	2	-1	-10	0.8	-30	6	0.2	-1	-10
CS(=O)(=O)c1ccc(C(=O)Nc2ccc(S(=O)(=O)N3CCCCC3)cc2)cc1	-4	-2	0	-0.1	16	-1	2.0	2	6
CC1CCCN(C(=O)CSc2nnc(-c3cccs3)o2)C1 (stereo not given)	-6	-5	-12	0.7	-16	11	0.1	8	-5
NC(N)=Nc1ccc(N=C(N)N)cc1	.	-6	.	.	-2	7	.	2	11
O=C1CCN(CCc2ccccc2)CCN1[C@H](CO)Cc1ccccc1	-6	-4	-1	0.8	-12	6	0.8	12	8
O=C(c1ccc(COc2ccc(Cl)cc2)o1)N1CCN(Cc2ccc3c(c2)OCO3)CC1	-11	-1	9	4.0	-4	-9	2.5	6	52*
CC(C)CC1CCCC12NC(=O)NC2=O (stereo not given)	.	-1	.	.	-17	5	.	4	6
CCOc1ccc(CCNC(=O)CCc2nc(-c3ccc(OC)cc3)no2)cc1OCC	-5	1	-15	1.6	-38	8	1.5	11	-8
Oc1cccc(Nc2nc(-c3ccccc3)nc3ccccc23)c1	-7	-4	-5	1.7	10	-5	4.2	3	19
Cc1cc(N2CCN(S(=O)(=O)c3ccc4ccccc4c3)CC2)n2ncnc2n1	-12	-8	-12	-0.1	-6	6	-0.8	10	-29

Additional records
SMILES	OXTR potentiate	M1 ag	CHO parental Ca	V1aR counter	CHRM1 antagonist	CHRM1 PAM	OXTR ag	TAAR1 ag	TAAR1 antag
Cc1nc2ccc([N+](=O)[O-])cc2c(=O)n1Cc1cccc(Br)c1	-16	-5	7	2.8	7	-12	1.5	6	29
CCOC(=O)N1CCN(C(=O)Cn2nc(-c3ccc(Cl)cc3)ccc2=O)CC1	-5	-4	1	-0.2	-15	9	-1.3	-1	-17
COc1ccc(N2CCN(C(=O)CCC(=O)NNc3nc4ccccc4c4nc(C)nn34)CC2)cc1	-9	-5	-17	1.8	-14	10	-0.7	11	-32
Cc1ccc(NC(=S)N2CCC(c3nc4ccccc4s3)CC2)cc1	-1	-6	-18	2.1	-4	-5	1.9	1	8
CCC1CCc2c(sc(NC(=O)c3ccoc3C)c2C(N)=O)C1 (stereo not given)	-6	-2	-37	-0.1	-3	0	-1.8	0	-3
Cc1c(NC(=O)Cc2ccccc2)cccc1C(=O)NN1C(=O)c2ccccc2C1=O	-3	-5	-7	-0.3	-2	-2	-0.1	2	-7
Cn1c(SCC(=O)NC2CCCCC2)nnc1C(F)(F)F	.	0	.	.	1	-6	.	0	-4
CCn1c(N2CCN(C(=O)c3ccco3)CC2)nc2ccccc21	-11	-6	-14	-0.2	-27	12	-1.1	1	-6
CC(=O)Nc1ccc(NC(=O)CCOc2cc(C)ccc2C)cc1	-12	-2	-21	2.3	1	7	1.4	-1	5
O=C(NCc1ccccc1Br)c1cccc2c1C(=O)c1ccc(-c3ccc(OC(F)(F)F)cc3)cc1S2(=O)=O	1	-6	-9	2.0	-1	4	-0.7	.	.
O=C(Nc1ccccc1N1CCN(C(=O)c2ccc(Cl)cc2)CC1)c1cc2ccccc2o1	-12	-4	-33	1.6	18	-3	-1.0	5	33
Fc1ccccc1OCCSc1ncnc2nc[nH]c12	-2	-5	-4	1.5	0	2	-0.5	2	2
CCOc1ccc(OCC)c(NC(=O)C2C3C=CC(O3)C2C(=O)O)c1 (stereo not given)	.	-3	.	.	-29	16	.	1	6
Cc1cccc(C(=O)c2c[nH]cc2-c2ccccc2)c1	1	-11	4	-0.8	-3	2	-1.7	1	-8
COc1ccc(C(CNC(=O)c2ccc(C)c(S(=O)(=O)Nc3ccccc3OC)c2)N2CCCC2)cc1 (stereo not given)	-4	-5	-29	1.3	-4	-2	2.2	4	-7
CCc1nc2ccccc2c(C(=O)OCC(=O)Nc2ccc(S(=O)(=O)N3CCOCC3)cc2)c1C	-9	-3	2	1.8	5	-1	2.9	14	41
CCS(=O)(=O)NCCc1cc2cc(C)c(C)cc2[nH]c1=O	.	-4	.	.	-6	2	.	2	-6
CSc1nnc(C2CCN(CC(=O)Nc3ccccc3N3CCOCC3)CC2)n1C	-2	-3	4	0.1	-6	9	0.6	-3	12
COc1ccc(CCNc2nc3ccc(C)cc3n3cnnc23)cc1OC	-2	4	-1	-0.4	-18	21	0.4	1	-6
COCCNc1nc(C)cc(-c2cc(C(=O)NCc3ccccc3)on2)n1	-11	0	-18	1.2	-6	10	0.7	7	-5
C=CCn1c(Oc2ccc(C(=O)OC)cc2)nc2c1c(=O)n(C)c(=O)n2C	-27	0	5	0.7	-12	12	-0.7	8	18
CCn1cnc2cc(NCc3ccncc3)ccc21	-5	-9	-6	-0.4	0	-3	0.8	7	-26
Cc1n[nH]c(C)c1S(=O)(=O)N1CCN(C(=O)c2ccco2)CC1	1	1	10	1.3	-24	7	1.0	11	9
O=C(CNC(=O)c1ccccc1)OCN1C(=O)c2ccccc2C1=O	.	0	.	.	-12	9	.	2	-11
N/C(=N\OC(=O)/C=C/c1ccccc1Cl)c1ccccn1	-7	-6	0	0.0	-4	8	-1.5	5	15

Filtered by structure: the compounds so far containing a COOH group (2)
SMILES	OXTR potentiate	M1 ag	CHO parental Ca	V1aR counter	CHRM1 antagonist	CHRM1 PAM	OXTR ag	TAAR1 ag	TAAR1 antag
O=C(O)c1ccccc1C(=O)N1CCc2c([nH]c3ccccc23)C1C(F)(F)F (stereo not given)	-6	-3	-4	0.0	-1	4	-0.2	4	-19
CCOc1ccc(OCC)c(NC(=O)C2C3C=CC(O3)C2C(=O)O)c1 (stereo not given)	.	-3	.	.	-29	16	.	1	6

Continued.
SMILES	OXTR potentiate	M1 ag	CHO parental Ca	V1aR counter	CHRM1 antagonist	CHRM1 PAM	OXTR ag	TAAR1 ag	TAAR1 antag
COc1ccc(C(=O)N2CCc3c([nH]c4ccccc34)C2C(F)(F)F)cc1 (stereo not given)	-8	-4	-22	-0.5	0	-2	-2.2	-2	-17
CC(C#N)Sc1ccc(S(=O)(=O)N(C)C2CCCCC2)cn1 (stereo not given)	-6	-7	1	-1.0	2	-9	-2.4	-1	30
CCOc1ccc(C2CC(c3ccccc3C)n3nc(N)nc3N2)cc1 (stereo not given)	-10	-5	-3	0.2	-7	0	0.9	2	1
COc1ccc(/C=C/c2nc(-c3ccccc3O)n[nH]2)cc1	-5	-5	-9	-0.3	2	5	-0.2	4	9
CCOc1ccc(N(CC(=O)Nc2ccccc2C(=O)NC(C)CC)S(C)(=O)=O)cc1 (stereo not given)	-1	-3	-23	-1.4	3	-4	-1.6	1	16
CN1CCN(c2nc3c(c(=O)[nH]c(=O)n3C)n2CCSc2nnnn2-c2ccccc2)CC1	-4	0	-7	1.0	-1	1	0.2	0	-2
COc1cccc(/C=N/n2nnnc2N)c1OCc1ccccc1Cl	0	-4	6	-0.2	-7	9	-0.2	20	-8
CCN(C[C@H]1N[C@@](C)(C(=O)OC)[C@H]2C(=O)N(C)C(=O)[C@@H]12)C(=O)C1CCCCC1	0	1	-9	0.9	-13	8	1.3	8	-26
Cc1cccc(NC(=O)COC(=O)c2nn(C)c(=O)c3ccccc23)c1C	-6	-1	-3	0.6	3	4	0.5	3	-13
Oc1ccc2ccccc2c1C=NNc1ccccn1	.	0	.	.	-19	13	.	4	8
CC(Sc1n[nH]c(N)n1)C(=O)Nc1cccc(S(=O)(=O)N2CCOCC2)c1 (stereo not given)	3	-4	-20	0.7	-1	12	0.7	9	1
Cc1ccc(OCC(=O)NC(C)c2ccccc2)cc1 (stereo not given)	-15	-2	-9	-0.6	-14	12	-2.2	5	13
